LmPK inh – inhibitors of Leishmania mexicana pyruvate kinase; Potency, µM (top dose mostly 57.5 µM), for the others: at the highest dose activity change, negative = inhibition, hits mostly inhibitors; AID 1721; Q27686; hit rate 0.37% among 290,000; purified LmPK, Kinase-Glo ATP luminescence, 1 h; note: potency is the fitted concentration of half-maximal effect; % is set by controls: 0 for no effect and ±100 for the full control effect
Target sequence (Q27686 whole entry, looked up): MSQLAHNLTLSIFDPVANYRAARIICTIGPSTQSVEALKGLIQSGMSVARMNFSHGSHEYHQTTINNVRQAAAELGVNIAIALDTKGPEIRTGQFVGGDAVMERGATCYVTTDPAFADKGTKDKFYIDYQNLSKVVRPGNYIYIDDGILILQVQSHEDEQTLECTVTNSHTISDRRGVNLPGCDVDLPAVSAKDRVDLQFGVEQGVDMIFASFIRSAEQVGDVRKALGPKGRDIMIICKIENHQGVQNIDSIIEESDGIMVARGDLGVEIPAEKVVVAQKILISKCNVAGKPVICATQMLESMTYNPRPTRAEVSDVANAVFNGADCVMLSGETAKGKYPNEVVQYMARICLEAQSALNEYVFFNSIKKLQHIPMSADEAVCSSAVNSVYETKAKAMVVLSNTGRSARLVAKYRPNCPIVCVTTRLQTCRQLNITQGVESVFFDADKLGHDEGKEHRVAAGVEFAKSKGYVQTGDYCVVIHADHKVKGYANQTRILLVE
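Purified LmPK (0.1 nM) converted ADP (0.1 mM) to ATP with PEP (0.5 mM) in imidazole buffer pH 7.2 with KCl and MgCl2, 1 h at room temperature. ATP was read by Kinase-Glo luminescence; data normalized to uninhibited and no-enzyme controls.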
CHX counter – affects cycloheximide protein synthesis inhibition readout, counter-screen | hit rate 12% among 300,000 | cell reporter, cycloheximide protein synthesis inhibition counterscreen | AID 2314 | max response, %; in the data active = max response mostly above about 13%, no sharp cut-off; inactive = mostly below about 14%; note: read at 38.3 µM for the half of the compounds with a filed dose; 0% is about no effect
AmpC no deterg – blocks E. coli AmpC beta-lactamase in detergent-free assay; AmpC nitrocefin hydrolysis, absorbance 480 nm, 0.0001% Triton; Potency, µM (titrated, usually from 57.1 µM), inactives show top-dose activity change, negative = inhibition, hits mostly inhibitors; hit rate 0.52% among 330,000; AID 485341;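 note: potency is the fitted concentration of half-maximal effect; plate controls were no compound for no effect and no enzyme for full effect; nearly all actives have a fitted effect of over 20% in size; some results filed as inactive show a strong effect at the top dose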
Target sequence (P00811 whole entry, looked up): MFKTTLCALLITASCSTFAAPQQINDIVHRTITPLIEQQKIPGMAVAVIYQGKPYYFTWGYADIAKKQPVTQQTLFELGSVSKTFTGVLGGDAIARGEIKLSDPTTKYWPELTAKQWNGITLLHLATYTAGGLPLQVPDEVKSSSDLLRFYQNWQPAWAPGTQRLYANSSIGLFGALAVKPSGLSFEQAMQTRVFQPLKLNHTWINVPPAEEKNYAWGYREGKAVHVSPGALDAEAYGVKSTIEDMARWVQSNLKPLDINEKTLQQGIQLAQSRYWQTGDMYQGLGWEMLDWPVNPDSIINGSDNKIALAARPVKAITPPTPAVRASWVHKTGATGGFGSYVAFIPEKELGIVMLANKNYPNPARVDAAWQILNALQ
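AmpC (5.3 nM in the dispensed reagent) in 20 mM phosphate pH 7.0 with 0.01% (detergent screen) or 0.0001% Triton X-100 was preincubated with compounds for 15 min at room temperature. Nitrocefin was then added from an 800 uM solution, and hydrolysis was followed at 480 nm.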
Tb PYK inh – blocks Trypanosoma brucei pyruvate kinase; TbPYK enzyme, Kinase-Glo Plus ATP luminescence, 45 min; AID 624173; Potency, µM (top dose mostly 76.8 µM), for inactives: at the highest dose activity, negative = inhibition, usual class: inhibitors; hit rate 0.12% among 410,000; note: potency is the fitted concentration of half-maximal effect; % is set by controls: 0 for no effect and ±100 for the full control effect; nearly all actives have a fitted effect of over 50% in size
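TbPYK + substrate in 50 mM TEA pH 7.2, 100 mM KCl, 10 mM MgCl2, 0.05% BSA, 0.01% Tween-20; cpd pinned; ADP 130 uM final; 45 min RT; Kinase-Glo Plus 10 min; luminescence endpoint.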
Pf growth 96h – inhibits malaria parasite growth, 96 h; P. falciparum luciferase reporter growth, 96 h; Potency, µM (titrated, usually from 28.7 µM), without a hit: at the highest dose activity change, negative = inhibition, most hits filed as inhibitors; hit rate 6.9% among 320,000; note: potency is the fitted concentration of half-maximal effect; % is set by controls: 0 for no effect and ±100 for the full control effect
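P. falciparum expressing integrated firefly luciferase grown in erythrocytes (2% hematocrit, 0.05% parasitemia final) with compounds for 96 hours at 37 C, 5% CO2. Growth inhibition read as loss of luminescence after adding luciferase detection reagent.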
Pf growth 48h – P. falciparum growth inhibition at 48 hours (one generation) | P. falciparum luciferase growth in erythrocytes, 48 h | Potency, µM (doses to about 28.7 µM), without a hit: top-dose activity change, negative = inhibition, most hits filed as inhibitors | hit rate 5.9% among 310,000; note: potency is the fitted concentration of half-maximal effect; % is set by controls: 0 for no effect and ±100 for the full control effect
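Luminescence readout; reporter = integrated firefly luciferase in P. falciparum. RBC culture at 2% hematocrit, 0.1% parasitemia final, 37 C/5% CO2; decreased signal taken as growth inhibition.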
Shiga inhibitor – Shiga toxin inhibition; Vero cells, Shiga toxin protein synthesis inhibition reporter; hit rate 9.2% among 290,000; inhibition, % at 38.7 µM; in the data active = inhibition mostly above about 28%, no sharp cut-off; inactive = mostly below about 43%; note: 0% is about no effect
Starred values were filed as active, the others as inactive; ? = inconclusive; · = not tested or not shown; [ ] = another dose, or the depositor's remark. Unless noted, calls come from the whole dose curve; as a rule, active = well fitted curve in the direction sought with a large enough effect; inconclusive = small, poorly fitted or top-dose-only effect, or another doubt; inactive = no such curve, though single readings can be large; an effect the other way counts as inactive or inconclusive.

SMILES	LmPK inh	CHX counter	AmpC no deterg	Tb PYK inh	Pf growth 96h	Pf growth 48h	Shiga inhibitor
Cc1ccccc1NC(=O)Cn1nnc(S(=O)(=O)c2ccc(C(C)(C)C)cc2)c1N	2.0%	-4.8	-35.9%	-2.6%	-3.1%	20.2%	-6.6
CC(C)(C)c1cc(C(=O)N/N=C/c2ccco2)n[nH]1	-5.1%	33.3*	-21.5%	1.5%	-13.1%	89.0%[activator]	43.4
O=C(NC1CC2CCCC(C1)N2)c1ccccc1 (stereo not drawn)	-1.4%	-2.9	-4.8%	-3.1%	?	-17.7%	-3.8
NNC(=O)c1nc(-c2ccccc2)n2c1CCCCC2	2.3%	-4.6	-11.0%	0.5%	?	·	-12.5
CCNC1=C(Cl)C(=O)c2ccccc2C1=O	18.7%	2.6	-19.5%	-3.8%	-5.5%	·	-1.3
Cn1cccc1C(=O)NC(=O)COC(=O)c1cc(S(=O)(=O)N2CCCCC2)ccc1Cl	9.0%	-2.7	-48.7%	1.2%	34.7%[activator]	6.1%	-11.7
O=C(Nc1sc2c(c1C(=O)O)CCCC2)c1ccc(Cl)cc1	-0.5%	18.8*	-31.1%	0.6%	-8.3%	55.8%[activator]	28.8
COc1cccc(-c2cc3onc(-c4ccccc4)c3c(=O)n2C)c1	·	·	2.2%	2.5%	273.1%[activator]	209.6%[activator]	·
COc1ccc(S(=O)(=O)N2CCCOC2CNC(=O)C(=O)NCCCN2CCOCC2)cc1C (stereo not drawn)	-3.6%	-1.2	4.5%	-7.5%	26.4%	11.9%	14.2
Cc1ccc(S(=O)(=O)N/N=C/c2cc(Br)c(C)o2)cc1	-2.1%	10.5	-20.4%	1.9%	9.0%	5.2%	6.1
CCOc1ccc(NC(=S)Nc2ccc(F)cc2)cc1	25.0%	4.3	-24.0%	-4.7%	-20.9%	21.6%	·
Cc1ccc(S(=O)(=O)N2c3ccccc3NC(=O)CC2C)cc1 (stereo not drawn)	-5.3%	-2.9	?	-3.3%	15.8%	?	-1.3
CN(Cc1ccccc1)C(=O)CN1C(=O)c2ccccc2S1(=O)=O	-0.1%	-2.1	-19.4%	-0.1%	0.0%	63.6%[activator]	-3.6
O=C(O)CCCC(=O)Nc1c(F)c(F)c(F)c(F)c1F	1.1%	10.2	-1.8%	-4.4%	0.5%	71.2%[activator]	48.0
COc1cc2nc(N(CCCN(C)C)C(=O)c3ccc(S(=O)(=O)N(C)C4CCCCC4)cc3)sc2cc1OC	·	·	231.7%[activator]	1.7%	?	?	·
O=C1c2ccccc2C(=O)N1CC#CCN1CCN(C(c2ccccc2)c2ccccc2)CC1	6.5%	3.8	62.6%[activator]	-8.5%	·	0.8%	-27.8
COC(=O)c1cccc(NC(=O)CSc2nnc(COc3ccc(C#N)cc3)n2-c2ccccc2)c1	-4.1%	-3.7	13.6%	1.2%	·	?	-1.9
Cc1ccc(C(=O)NCc2nc3ccccc3[nH]2)o1	-7.2%	34.0*	-8.3%	-0.3%	4.8%	-1.3%	97.2*
O=C(NC(Nc1ncc(S(=O)(=O)c2ccc([N+](=O)[O-])cc2)s1)(C(F)(F)F)C(F)(F)F)c1ccc(Cl)cc1	5.1%	8.4	-30.6%	-4.3%	·	9.28µM*	-11.1
Cc1ccc(C)c(CN2CCC(n3nccc3NC(=O)C3CCCC3)CC2)c1	5.6%	-1.1	-3.2%	3.6%	6.6%	19.7%	-9.4
O=S(=O)(c1ccc(NC(=S)NCc2cccnc2)cc1)N1CCCCC1	5.3%	-1.6	-40.7%	-5.3%	?	-24.5%	-4.4
Cc1cc(OCC(=O)OCC(=O)NCC2CCCO2)ccc1Cl (stereo not drawn)	·	·	-1.8%	4.4%	3.2%	-5.6%	·
CCC(Cc1ccccc1)NC(=O)C1CCN(c2nn3c(=O)cc(C)nc3s2)CC1 (stereo not drawn)	-10.2%	-3.8	40.0%	3.8%	10.4µM*	-24.7%	-8.9
CC12CC(NC(=O)N1c1cccc(C(=O)N3CCCCC3)c1)c1ccccc1O2 (stereo not drawn)	-11.3%	-1.5	14.7%	-4.2%	?	1.2%	-14.4
COCCC(=O)N1CCC(Oc2ccc(C(=O)NCCSC)cc2)CC1	0.4%	1.0	4.8%	-1.7%	?	23.9%	-7.7

Rewritten as labelled records: part of the list above
CC(C)(C)c1cc(C(=O)N/N=C/c2ccco2)n[nH]1
- LmPK inh: -5.1%
- CHX counter: 33.3*
- AmpC no deterg: -21.5%
- Tb PYK inh: 1.5%
- Pf growth 96h: -13.1%
- Pf growth 48h: 89.0%[activator]
- Shiga inhibitor: 43.4

O=C(NC1CC2CCCC(C1)N2)c1ccccc1 (stereo not drawn)
- LmPK inh: -1.4%
- CHX counter: -2.9
- AmpC no deterg: -4.8%
- Tb PYK inh: -3.1%
- Pf growth 96h: ?
- Pf growth 48h: -17.7%
- Shiga inhibitor: -3.8

NNC(=O)c1nc(-c2ccccc2)n2c1CCCCC2
- LmPK inh: 2.3%
- CHX counter: -4.6
- AmpC no deterg: -11.0%
- Tb PYK inh: 0.5%
- Pf growth 96h: ?
- Pf growth 48h: ·
- Shiga inhibitor: -12.5

CCNC1=C(Cl)C(=O)c2ccccc2C1=O
- LmPK inh: 18.7%
- CHX counter: 2.6
- AmpC no deterg: -19.5%
- Tb PYK inh: -3.8%
- Pf growth 96h: -5.5%
- Pf growth 48h: ·
- Shiga inhibitor: -1.3

The list continues:
SMILES	LmPK inh	CHX counter	AmpC no deterg	Tb PYK inh	Pf growth 96h	Pf growth 48h	Shiga inhibitor
COc1ccc(C(=O)CC(=O)c2ccccc2O)cc1	2.3%	39.5*	120.6%[activator]	0.8%	?	?	·
Cc1nn(CC(=O)NCCCN2CCCCC2C)c(=O)c2cccn12 (stereo not drawn)	-1.2%	-1.7	-9.9%	2.9%	-6.2%	28.4%	-3.3
O=C(O)c1cc([N+](=O)[O-])ccc1Nc1ccccc1	0.0%	-1.1	-17.2%	-2.0%	10.4µM*	13.2%	-4.4
Cc1ccc2cc(C(c3nnnn3C3CCCC3)N3CCN(c4ccc(F)cc4)CC3)c(=O)[nH]c2c1 (stereo not drawn)	0.4%	1.3	-26.9%	3.9%	-7.3%	5.86µM*	11.6
COc1ccc(N(CC(=O)NC(C)(C)C)C(=O)CCC(=O)Nc2nccs2)c(OC)c1	2.0%	-1.6	27.8%	7.4%	-16.6%	-7.9%	-4.5
CC(=O)N1CCN(Cc2nc3scc(-c4ccccc4)c3c(=O)[nH]2)CC1	6.6%	-2.9	18.1%	1.5%	13.1µM*	?	11.2
Cc1cc(C)cc(NC(=O)COc2coc(CN3CCc4ccccc43)cc2=O)c1	·	·	-18.3%	2.4%	?	?	·
CCOc1ccccc1/C=N/NC(=O)CNC(=O)c1cccs1	-4.3%[11.5 µM]	-4.5	-16.3%	-0.2%	15.6%	-2.5%	13.4
COc1ccc(N(C(=O)c2ccncc2)S(=O)(=O)c2ccc(Cl)cc2)cc1	-1.0%	-4.3	99.3%[activator]	-1.7%	?	24.7%	7.3
Cc1cc(Br)ccc1OCC(=O)NNC(=O)C(=O)Nc1ccccc1	7.5%	12.9	-54.3%	1.3%	74.0%[activator]	41.9%[activator]	50.3*
CCO[C@H]1OC(C(=O)Nc2ccccc2)=C[C@@H](c2ccc(C(F)(F)F)cc2)[C@@H]1CCCO	8.7%	-2.4	115.1%[activator]	1.5%	?	?	-4.5
CN(C(=O)COC(=O)C(C)(C)Oc1ccc(Cl)cc1)c1c(N)n(Cc2ccccc2)c(=O)[nH]c1=O	·	·	155.4%[activator]	-2.5%	-28.0%	-24.8%	·
Cc1ccccc1OCC(=O)N/N=C/c1ccc([N+](=O)[O-])o1	-3.6%	-0.8	-10.5%	1.4%	2.08µM*	5.22µM*	26.9
O=C1CCC([N+](=O)[O-])C(c2ccc3c(c2)OCO3)N1 (stereo not drawn)	-10.3%	0.1	-6.7%	-0.4%	10.4µM*	19.3%	-13.6
O=C(O)CC1C(=O)NCCN1CCCc1ccccc1 (stereo not drawn)	-3.1%	-1.4	-2.1%	2.0%	11.5%	8.7%	-9.4
COc1ccccc1-n1c(SCC(=O)NC(C)(C)C)nnc1-c1ccco1	-6.7%	-1.2	4.3%	-0.9%	·	-14.8%	-5.0
NC(=O)C1CCN(c2oc(/C=C/c3ccccc3)nc2S(=O)(=O)c2ccccc2)CC1	-2.3%	3.5	121.6%[activator]	3.0%	?	?	-21.8
CCCn1c(=O)c2ccccc2n2c(=S)[nH]nc12	-6.0%	-2.7	-1.2%	-42.0%	24.4%	23.2%	-1.4
CC(CNC(=O)c1ccc(NC2=NC3CS(=O)(=O)CC3S2)cc1)c1ccccc1 (stereo not drawn)	0.1%	-4.2	-11.9%	-0.8%	?	-5.9%	-2.3
Cc1ccc(NS(=O)(=O)c2ccc(OCC(=O)Nc3cccc([N+](=O)[O-])c3)c(C)c2)cc1	1.4%	0.3	?	-2.1%	14.7µM*	?	-18.6
CCOc1ccc(S(=O)(=O)N2CCCC(C(=O)NCc3ccccn3)C2)cc1 (stereo not drawn)	0.2%	-4.4	10.7%	-3.5%	-12.9%	-11.7%	17.5
Cc1cc(-n2c(C)cc(C(=O)CSc3[nH]c(=O)cc(C(F)(F)F)c3C#N)c2C)no1	·	·	-18.4%	-0.1%	13.5%	7.7%	·
COc1ccc(Cl)cc1S(=O)(=O)N1CCC(C(=O)NC2CCCC2)CC1	-1.3%	-4.4	69.5%[activator]	-1.8%	9.2%	0.0%	8.3
Cc1nc2nc[nH]c2cc1Br	0.2%	-1.8	-8.7%	-6.6%	·	11.6%	-4.0
Clc1ccc(Oc2nc(N3CCOCC3)nc(N3CCOCC3)n2)cc1	3.2%	1.8	·	2.8%	·	4.4%	-11.2
Cc1ccc(S(=O)(=O)/N=C(/c2ccccc2)N(C)C)c(C)c1	-0.2%	6.0	8.7%	1.4%	7.8%	14.0%	-4.5
COc1ccc(CSc2ncn[nH]2)cc1[N+](=O)[O-]	-2.2%	-2.1	-10.4%	-12.5%	30.8%[activator]	4.5%	-10.9

In the list so far, 4 contain an aryl thioether with sulfur outside any ring.
SMILES	LmPK inh	CHX counter	AmpC no deterg	Tb PYK inh	Pf growth 96h	Pf growth 48h	Shiga inhibitor
COC(=O)c1cccc(NC(=O)CSc2nnc(COc3ccc(C#N)cc3)n2-c2ccccc2)c1	-4.1%	-3.7	13.6%	1.2%	·	?	-1.9
COc1ccccc1-n1c(SCC(=O)NC(C)(C)C)nnc1-c1ccco1	-6.7%	-1.2	4.3%	-0.9%	·	-14.8%	-5.0
Cc1cc(-n2c(C)cc(C(=O)CSc3[nH]c(=O)cc(C(F)(F)F)c3C#N)c2C)no1	·	·	-18.4%	-0.1%	13.5%	7.7%	·
COc1ccc(CSc2ncn[nH]2)cc1[N+](=O)[O-]	-2.2%	-2.1	-10.4%	-12.5%	30.8%[activator]	4.5%	-10.9
